High-throughput results as filed in PubChem.
KCNQ2 block: KCNQ2 potassium channel inhibitors, primary screen, cell-based, CHO-K1, FluxOR thallium flux, B-score (AID 2156); B-score at 10 µM; O88943; actives 1.1% (n = 310,000); 20 min; stronger effect = lower value;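 active means fluorescence ratio B-score at most minus 3 library SDs, with starting brightness B-score within 2 library SDs, cut at about -5.5 in these data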
Target sequence (O88943 whole entry, looked up): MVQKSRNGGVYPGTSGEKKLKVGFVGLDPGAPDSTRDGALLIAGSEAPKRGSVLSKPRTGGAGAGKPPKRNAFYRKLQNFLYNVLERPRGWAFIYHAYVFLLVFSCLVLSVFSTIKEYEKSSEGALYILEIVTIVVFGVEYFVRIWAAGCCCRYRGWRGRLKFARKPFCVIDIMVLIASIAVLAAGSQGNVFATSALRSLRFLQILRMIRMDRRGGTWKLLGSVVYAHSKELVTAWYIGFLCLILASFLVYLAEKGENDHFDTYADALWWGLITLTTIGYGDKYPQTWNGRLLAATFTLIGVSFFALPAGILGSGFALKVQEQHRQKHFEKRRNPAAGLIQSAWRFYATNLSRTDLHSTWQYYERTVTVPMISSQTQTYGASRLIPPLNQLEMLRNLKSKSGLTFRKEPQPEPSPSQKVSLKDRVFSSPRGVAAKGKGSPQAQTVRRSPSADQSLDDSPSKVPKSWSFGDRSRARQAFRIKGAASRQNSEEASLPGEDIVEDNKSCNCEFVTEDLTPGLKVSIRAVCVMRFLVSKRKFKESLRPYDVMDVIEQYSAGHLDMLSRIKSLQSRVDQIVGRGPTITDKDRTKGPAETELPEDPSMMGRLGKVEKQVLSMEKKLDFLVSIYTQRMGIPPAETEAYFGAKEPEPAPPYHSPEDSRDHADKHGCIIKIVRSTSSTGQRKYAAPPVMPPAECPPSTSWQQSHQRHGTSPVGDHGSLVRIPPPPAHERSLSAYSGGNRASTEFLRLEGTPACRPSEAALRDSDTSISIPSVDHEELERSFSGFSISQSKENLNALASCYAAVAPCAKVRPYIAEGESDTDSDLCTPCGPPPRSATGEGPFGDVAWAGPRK
Kir21 inh: inhibitors of mouse Kir2.1 inward-rectifier potassium channel. actives 0.85% (n = 310,000). HEK293-Kir2.1, FluxOR thallium flux fluorescence; stronger effect = lower value. B-score at 10 µM. AID 1672;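 active means fluorescence ratio B-score at or below minus 3 SD of library scores, with starting-brightness B-score within 2 SD, cut at about -4.2 in these data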;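 further: channel flux triggered by added potassium and thallium sulfate stimulus; B-score of peak minus minimum fluorescence over baseline after thallium stimulus; more negative B-score means stronger Kir2.1 block with less thallium influx; some compounds called inactive have numbers as strong as hits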
* marks the source's active call; other numbers are inactive results; i = inactive. The order is random; overall some 1.8% were active at least once.

Values run as follows: KCNQ2 block, Kir21 inh
Cc1c(-c2ccccc2)nc2ccccc2c1C(=O)OCC(=O)Nc1ncc(C(F)(F)F)cc1Cl
 : i, -0.54
O=C(CN1C(=O)NC2(CCCCCC2)C1=O)N1CCN(S(=O)(=O)c2ccc(Cl)cc2)CC1
 : i, 1.7
O=C(O)c1cccc(NC(=O)c2cc(NC(=O)c3ccccc3)cc(NC(=O)c3ccccc3)c2)c1
 : i, 1.4
O=C(NCc1ccccc1)c1ccc(S(=O)(=O)NCc2ccco2)cc1
 : i, -0.69
O=C(NC1CCCC1)C(c1ccc(N2CCOCC2)cc1)N(Cc1ccco1)C(=O)c1ccco1 (stereo not given)
 : i, -0.43
O=C(NCC1CCCO1)c1ccc([N+](=O)[O-])o1 (stereo not given)
 : i, 0.23
O=C(CS(=O)(=O)c1ccccc1)c1cc2cc(F)ccc2oc1=O
 : i, -3.9
CN(C)CCCN(C(=O)c1cc2ccccc2oc1=O)c1nc2c(F)cccc2s1
 : i, -0.69
N#Cc1ccccc1OCC(=O)OCC(=O)N1CCN(C(=O)c2ccco2)CC1
 : i, 1.1
COc1ccc(NC(=O)CN(c2ccc(OC)cc2)S(=O)(=O)c2c(C)nn(C)c2C)cc1
 : i, -2.6
COc1ccc(S(=O)(=O)Nc2ccc(NC(C)=O)cc2)cc1Cl
 : i, -0.49
O=S(=O)(NC1CCCCC1N1CCN(c2cccc(Cl)c2)CC1)c1ccccc1 (stereo not given)
 : i, 1.6
CC(C(=O)Nc1ccc(F)c(F)c1F)N1CCCCCC1 (stereo not given)
 : i, 1.1
COC(=O)CCC(=O)c1ccc(OC)c(Cl)c1
 : i, -0.23
COc1cccc(/C=N/NC(=O)C(=O)N2CCCC2)c1
 : i, 2.6
CCN(CC)C(=O)C1CCN(S(=O)(=O)c2ccc3c(c2)CCCN3C(=O)C2CCC2)CC1
 : i, 0.04
COc1ccc(OCCc2nnc(N)s2)cc1
 : i, -0.19
COc1ccccc1CC(=O)Nc1cccc(C)n1
 : i, -1.8
Cc1ccc(C(c2nnnn2CS(=O)(=O)c2ccc(C)cc2)N2CCC(C(N)=O)CC2)cc1 (stereo not given)
 : i, 1.2
CC(C)Oc1ccc(CNC(=O)Cn2ccc3cc(S(=O)(=O)N4CCCC4)ccc32)cc1
 : i, 0.66
CC1CC(C)CN(CCCNC(=O)C2CCN(c3nnc(-n4cccc4)s3)CC2)C1 (stereo not given)
 : i, -0.02
Cc1cccc(C(=O)NCCCNC(=O)c2cccnc2)c1
 : i, 2.2
Cc1ccn(CC(=O)N2CCCC(N3CCN(c4ccccc4F)CC3)C2)n1 (stereo not given)
 : i, -0.51
Cc1nc(C)c(C(=O)NNC(=O)c2ccc(Br)cc2)s1
 : i, 2.7
CN(C)c1ccc(Sc2nnc(NC(=O)Nc3ccc(Cl)cc3Cl)s2)cc1
 : i, -0.08
CCOC(=O)C1CCN(c2c(NCc3ccc(C(=O)NCCC(C)C)cc3)c(=O)c2=O)CC1
 : i, 1.3
COC(=O)c1[nH]c(C)c(/C(O)=C2\C(=O)C(=O)N(CCN(C)C)C2c2ccco2)c1C (stereo not given)
 : i, 1.1
Cn1c(=O)[nH]c(=O)c2c1nc(N1CCCCCC1)n2CC(N)=O
 : i, -0.69
O=C(N/C(=C\c1cccnc1)C(=O)N1CCOCC1)c1cccc(Br)c1
 : i, 0.43
Cc1cc(C)nc(/N=C2\NC(=O)CC(C(=O)O)N2c2cccc(Cl)c2)n1 (stereo not given)
 : i, 1.3

Arranged by length of the SMILES (ascending): some entries from above
Values run as follows: KCNQ2 block, Kir21 inh
COc1ccc(S(=O)(=O)Nc2ccc(NC(C)=O)cc2)cc1Cl
 : i, -0.49
Cc1ccn(CC(=O)N2CCCC(N3CCN(c4ccccc4F)CC3)C2)n1 (stereo not given)
 : i, -0.51
Cc1cc(C)nc(/N=C2\NC(=O)CC(C(=O)O)N2c2cccc(Cl)c2)n1 (stereo not given)
 : i, 1.3

Next part.
Values run as follows: KCNQ2 block, Kir21 inh
Cc1cccc(C)c1N=C1SC(CC(=O)Nc2c(C)cccc2C)C(=O)N1CCc1ccccn1 (stereo not given)
 : i, -0.75
CC(=O)c1ccc(N=C2C(=O)Nc3ccccc32)cc1
 : i, 0.29
CCCS(=O)(=O)N1CCN(Cc2ccc(OCc3ccccc3)c(OC)c2)CC1
 : i, 0.09
CN(CC(=O)Nc1ccc(F)cc1)C(=O)COC(=O)C1=COCCO1
 : i, 0.09
COc1ccccc1N(CC(=O)NCc1ccccc1)C(=O)CCC(=O)Nc1cc(C)ccn1
 : i, 0.41
Cc1cc(C)c2c(=O)[nH]n(C(C)C)c2n1
 : i, -0.85
CN1CCc2c(sc3c2c(=O)n(-c2cccc(Cl)c2)c2nncn32)C1
 : i, 1.3
CCCn1c(=O)c2sccc2n2c(CCCC(=O)NCC3CCCO3)nnc12 (stereo not given)
 : i, 1.6
Cc1ccccc1NC(=O)C(=O)NNC(=O)COc1ccc2ccccc2c1
 : i, -0.02
O=C1c2ccccc2C(=O)N1Cc1nc(-c2ccccn2)no1
 : i, -0.48
CCN(CC)C(=O)C(=O)N/N=C/c1ccc(F)cc1
 : i, -0.02
CCOC(=O)c1ccc(N2CCN(c3cc(C)ccc3C)CC2)c(N)c1
 : i, 0.27
C=CCOc1ccc(/C=C/C(C)=N\O)cc1
 : i, -0.36
CCOC(=O)Cn1c2ccc(OC)cc2c2nc3ccccc3nc21
 : i, 3.4
COC(=O)c1ccc(C2NC(=S)N(c3ccccc3)C(C)=C2C(=O)Nc2ccccc2OC)cc1 (stereo not given)
 : i, 1.2
CCN(CC(=O)Nc1c(F)cccc1F)C(=O)c1ccc(C#N)cc1
 : i, -1.2
CCc1nc(N(CC)CC)c2oc3ccccc3c2n1
 : i, 0.64
Cc1ccc(C(=O)O/N=C/c2c(Cl)n(C)c3ccccc23)cc1
 : i, -0.91
Clc1cccc(CN2CCc3c([nH]c4ccccc34)C2)c1
 : i, -2.8
CC(C)=C1C2C=CC1C(C(=O)Nc1cc(C)ccc1C)C2C(=O)O (stereo not given)
 : i, -0.08
CC1Cc2ccccc2N1C(=O)CN1C(=O)C(=O)N(Cc2ccccc2)C1=O (stereo not given)
 : i, -0.38
CCOC(=O)c1ccc(N/C=C/C(=O)c2ccco2)cc1
 : i, -1.5
CC(C)[C@H](NC(=O)[C@@H]1CSCN1C(=O)OC(C)(C)C)C(=O)NCC1CCC(C(=O)O)CC1 (stereo not given in full)
 : i, 0.05
Nc1ccccc1SCc1cn2ccccc2n1
 : i, 0.37
COc1ccc(-c2nnn(CC(=O)N3CCN(c4ccc(F)cc4)CC3)n2)cc1
 : i, 0.41
CCCCCCC(C)n1cc(C(C)=O)c(=O)n(C)c1=O (stereo not given)
 : i, -1.8
CCCNc1c(NS(=O)(=O)c2ccc(C)c(C)c2)c(=O)oc2ccccc12
 : i, 0.48
COC(=O)C1=C(C)NC(=O)C1(NC(=O)c1cccnc1)C(F)(F)F (stereo not given)
 : i, 1.6
COc1cccc(OC)c1C(=O)NCCN1CCN(C(=O)c2c(OC)cccc2OC)CC1
 : i, 1.4
Cc1ccc(NC(=S)NCc2cccs2)c(C)c1
 : i, -1.4

Single records (already shown). Screens in order: KCNQ2 block | Kir21 inh
Cc1nc(C)c(C(=O)NNC(=O)c2ccc(Br)cc2)s1 is entered as i | 2.7
COc1ccc(-c2nnn(CC(=O)N3CCN(c4ccc(F)cc4)CC3)n2)cc1 is entered as i | 0.41

New compounds follow.
Values run as follows: KCNQ2 block, Kir21 inh
c1ccc(Cc2ccc(OCCn3cncn3)cc2)cc1
 : i, -0.3
N#Cc1cc2c(nc1SCc1ccncc1)CCC2
 : i, 1.4
COc1ccc(NC(=S)N(CCCN2CCCCCC2)Cc2cccs2)cc1
 : i, 0.12
CCCc1nnc(NC(=O)c2c(O)c3cccc4c3n(c2=O)CC4)s1
 : i, 0.15
COc1ccc(-c2cc(C(=O)Nc3cc(C)on3)c3ccccc3n2)c(OC)c1
 : i, -0.68
O=c1[nH]c(SCc2ccccc2[N+](=O)[O-])nc2nc[nH]c12
 : i, 0.04
COc1ccc(OC)c(-c2c3c([nH]c(=S)c2C#N)CCCC3)c1
 : i, 0.69
Cc1cc(C)n(CCc2nc(-c3cccs3)cs2)n1
 : i, -0.3
Cc1oc(-c2ccccc2Cl)nc1CS(=O)(=O)CC(=O)NCCN1CCOCC1
 : i, 0.33
Nc1ccc(S(N)(=O)=O)cc1N
 : i, -3
CN(C(=O)CN1C(=O)S/C(=C\c2cccc(Cl)c2)C1=O)C1CCS(=O)(=O)C1 (stereo not given)
 : i, -0.87
COc1ccc(C2C(C(=O)c3ccco3)=C(O)C(=O)N2CC2CCCO2)cc1OC (stereo not given)
 : i, -0.05
O=C(NCC1CCN(Cc2cccc(Cl)c2)CC1)C1CCCN(c2ncnc3c2nc2n3CCCCC2)C1 (stereo not given)
 : i, -2.6
Cc1nnc(SCC(=O)N2CCN(S(=O)(=O)c3ccccc3)CC2)n1Cc1ccccc1
 : i, -0.31
O=C(O)C1CC=CCC1C(=O)Nc1ccc(N2CCN(Cc3ccccc3)CC2)cc1 (stereo not given)
 : i, 0.08
COc1ccc(C)cc1S(=O)(=O)N1CCC(C(=O)NCCc2ccccc2)CC1
 : i, -1
Cc1ccc(NC(=O)C2CCN(S(=O)(=O)c3ccc(Cl)c(C(F)(F)F)c3)CC2)nc1
 : i, 1.8
COc1ccccc1N1CCN(CC(=O)c2c(C)[nH]c3ccccc23)CC1
 : i, 0.98
O=C(CN1C(=O)c2cccc3cccc1c23)Nc1ccccc1C(=O)NCc1ccco1
 : i, 0.57
Cc1ccc(N(C)C(=O)N2CCN(S(=O)(=O)c3ccc4ccccc4c3)CC2)cc1
 : i, 0
Cc1ccc(-c2cn(-c3ccccc3)c(=S)[nH]2)cc1C
 : i, 0.51
CC(=O)c1c(N=CN(C)C)nc(C)nc1-c1ccccc1
 : i, 1.4
CCCNC(=O)c1cc(Cl)c(NC(=O)C2=C(C)OCCS2)cc1OC
 : i, 0.94
Cc1cc(N)nc(C)c1C#N
 : i, -0.44
Cc1cccc(NC(=O)c2ccc3c(c2)C(=O)N(c2ccccn2)C3=O)c1C
 : i, -0.29
CN(CC(=O)N1CCN(c2ccccn2)CC1)S(=O)(=O)c1ccc(Cl)cc1
 : i, -0.81
C=CCNc1nc(NCCN2CCOCC2)nc(OC)n1
 : i, -0.59
CCc1cccc(C)c1NC(=O)CN1C(=O)c2ccccc2S1(=O)=O
 : i, -0.52
CCOC(=O)c1c(NC(=O)COC(=O)c2ncc(Cl)c(Cl)c2Cl)sc(C(=O)N(C)C)c1C
 : i, -0.52
Cc1ccc(NC(=O)c2cc(-n3cnnc3)ccc2Cl)c(C)c1
 : i, 0.45
Cc1ccc(Oc2ccc(C(=O)NCc3ccncc3)cc2)cc1
 : i, 1.8
Cc1ccc(C(=O)COC(=O)C(C)N2C(=O)C3C4C=CC(C4)C3C2=O)cc1C (stereo not given)
 : i, -0.72
CCOC(=O)C1(Cc2cccc(OC)c2)CCN(Cc2cccc3cnccc23)CC1
 : i, 0.01
C[C@@H]1CCC[C@@]2(O[C@@H](CCO)C[C@H](O)[C@H]2O)O1
 : i, 2.6
Oc1ccc(CN2CCCc3ccccc32)c2cccnc12
 : i, -0.33
COc1cc(C2Nc3ccccc3NC3=C2C(=O)CC(C)(C)C3)cc(OC)c1OC(C)=O (stereo not given)
 : i, 1
Cc1ccc(N(NC(=O)C(O)(c2ccccc2)c2ccccc2)C(=O)CCl)cc1
 : i, -0.25
CC(C)(C)NC(=O)C1N(c2cccnc2)C(=O)C2C(C(=O)Nc3ccccc3F)C3(C)C=CC21O3 (stereo not given)
 : i, -0.73
C=CCNC(=O)Nc1ccc(OCC)cc1
 : i, 0.07
CC(C)CC1(C(=O)NCCc2c[nH]c3ccccc23)C=CCN1C(=O)c1ccccc1 (stereo not given)
 : -6.4*, -0.66
Cc1ccc(C(C(=O)NC2CCCC2)N(Cc2cccs2)C(=O)c2csnn2)o1 (stereo not given)
 : i, 0.65
O=C(CN1CCN(c2ccccn2)CC1)N1c2ccccc2CCc2ccccc21
 : i, -0.55
COC(=O)N/N=C/c1cc(Cl)cc(Cl)c1OCc1ccccc1F
 : i, 2.4
COc1cc(C2NC(=O)NC(C)=C2C(=O)OC2CCCC(C)C2)cc(Br)c1O (stereo not given)
 : i, 2.9
O=C(NC1CCCc2ccccc21)c1ccc(=O)[nH]c1 (stereo not given)
 : i, 0.38
CCCOC(=O)CC1C(=O)NCCN1Cc1ccccc1C (stereo not given)
 : i, -1.4
O=C(NCc1ccc2c(c1)OCO2)C(=O)NCC1OCCN1S(=O)(=O)c1ccccc1 (stereo not given)
 : i, 0.64
CC1(C)Cc2c(ccc3ccccc23)C2=C(C(=O)N3CCCC3)C(=O)C(=O)N21
 : i, 0.22
Cc1c(S(=O)(=O)N2CCCC(C)C2)c(=O)n(C)c(=O)n1C (stereo not given)
 : i, 2.2
C=C(C)C1CC=C(C)/C(=N\NC(=O)CCc2ccccc2)C1 (stereo not given)
 : i, 0.55
O=C(O)CC(NC(=O)C12CC3CC(CC(C3)C1)C2)c1cc([N+](=O)[O-])ccc1Cl (stereo not given)
 : i, 1.6
O=S(=O)(NCc1cccs1)c1ccc(Br)s1
 : i, -0.6
CC(=O)NCCOC(=O)Nc1ccncc1
 : i, 0.33
COCCn1c(N2CCN(c3ccc(OC)cc3)CC2)nc2c1c(=O)n(C)c(=O)n2C
 : i, -0.65
COc1cccc(NC(=S)NC(=O)c2c(Cl)c(C)nn2C)c1
 : i, -0.68
O=C(NNC(=O)C1CC=CCC1C(=O)O)c1ccc(Cl)cc1 (stereo not given)
 : i, 1.4
CCOC(=O)C1(Cc2ccc(Cl)cc2)CCN(C(=O)c2ccoc2)CC1
 : i, -6.1
O=c1cc(-c2ccc(C3CCCCC3)cc2)[nH][nH]1
 : i, 1.1
Cc1ccc(C)n1NC(=O)c1ccccc1
 : i, -1.5
